Source: PubChem BioAssay
MPTP block – permeability transition pore inhibition; inhibition, % at 10 µM; AID 602449; actives 1.4% (n = 360,000); isolated mouse mitochondria, Ca2+ swelling absorbance, 30 min;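 active = inhibition of 50% or more, scaled per plate between neutral and stimulator controls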;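 also: 0% = DMSO wells given calcium and 100% = 1 mM EGTA wells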
* marks the source's active call; other numbers are inactive results. Not all compounds are listed; the hit share may differ from the screen's.

SMILES	MPTP block
Cc1cc(Br)ccc1NC(=O)CN(C)C(=O)c1ccccc1OCc1c(C)noc1C	0.8
Oc1cccc2cc(Nc3ccccc3)cnc12	2.4
COc1ccc(C(O)c2nc(/C=C/c3ccc(C(F)(F)F)cc3)cs2)cc1 (configuration not stated)	1.8
COc1ccc(-c2csc(C(NC(C)=O)c3cccc(F)c3)n2)cc1 (configuration not stated)	0.5
O=C(C1CCCCC1)N1C[C@@H](n2cc(C3CC3)nn2)[C@H](O)C[C@@H]1c1ccc(Cl)cc1	-1.5
Cc1ccc(C)c(OCC(=O)OCc2csc(CC(=O)Nc3ccccc3C)n2)c1	0.3
CC(=O)Nc1cccc(NC(=O)C2CCCO2)c1 (configuration not stated)	-0.3
Cc1sc2nc(-c3ccccc3F)oc(=O)c2c1C	-0.4
COc1ccc(CN2C(=O)CN(S(C)(=O)=O)CC2(C)C(=O)NCc2ccccc2)cc1OC (configuration not stated)	-0.2
CN1CCN(C2CN(Cc3ccc([N+](=O)[O-])cc3)S(=O)(=O)C2)CC1 (configuration not stated)	-0.1
FC(F)(F)c1ccccc1Cc1c(-c2cccc(Br)c2)nc2c3ccccc3ccn12	2.2
Cc1cc(O)ccc1-c1ccc2nncn2c1	-0.6
COc1cccc(CN2CCC2(C)C(=O)Nc2cccc(NS(C)(=O)=O)c2)c1OC (configuration not stated)	0.0
CCCCC[C@@H](C)N1C[C@H](COCc2ccccc2)Oc2cc(N3CC[C@H](N(C)C)C3)ccc2S1(=O)=O	4.2
C(=C\c1ccccc1)/CN1CCN(C(c2ccccc2)c2nnnn2C2CCCC2)CC1 (configuration not stated)	1.4
CC(C)(CO)CN1CCC(n2nccc2NC(=O)C2CCOC2)CC1 (configuration not stated)	-4.2
COc1cccc(-c2cc3nc(NCCN4CCCC4)n(C)c(=O)c3s2)c1	0.1
CC(C)C1Cc2[nH]c(=S)[nH]c(=O)c2C(c2ccc(F)cc2)O1 (configuration not stated)	-1.4
C=CCN(CC=C)Cc1cc(=O)oc2cc(OC)c(Cl)cc12	-0.5
COc1ccc(Br)cc1CNC(=O)C1CCCN(S(=O)(=O)N2CCC(C)CC2)C1 (configuration not stated)	-0.3
Cc1ccc(S(=O)(=O)N(C)C[C@@H]2OCCCC[C@@H](C)Oc3ccc(NS(=O)(=O)c4c(C)noc4C)cc3C(=O)N([C@H](C)CO)C[C@@H]2C)cc1	-2.0
CCOC(=O)[C@]12CCC=C1N(Cc1cccc3ccccc13)C(=O)[C@H](CC(=O)NCc1cccc(C(F)(F)F)c1)C2	-1.8
COCCCNC(=O)c1ccc2nc([C@@H]3O[C@H](CO)[C@H](O)[C@H](O)[C@H]3O)[nH]c2c1	0.2
CC(C)N(C(=O)Cn1cc(S(=O)(=O)CC(=O)NCCc2ccccc2)c2ccccc21)C(C)C	-1.4
CCCCc1c(-c2ccc(F)cc2)ncn1CCc1ccccc1OC	2.2
Cc1cccc(C)c1-n1nnnc1C1(C)CCC(=O)N1CCCN1CCOCC1 (configuration not stated)	-0.6
Cc1ccc(S(=O)(=O)N[C@H]2CCC[C@@H]2O)cc1	-0.4
COCCNC(=O)C1(C)CCCN(C(=O)c2cc(F)ccc2C)C1 (configuration not stated)	0.6
CCCS(=O)(=O)NC(=O)C1(C)CCCN(C(=O)c2ccc3c(c2)OCO3)C1 (configuration not stated)	-0.7
C=CCOC(=O)COc1ccc2c3c(c(=O)oc2c1)CCCC3	0.7
O=C(CCN1CCCCO1)NC1CCCc2c1cnn2-c1ccc(F)cc1F (configuration not stated)	2.7
Cc1cccnc1C(NC(=O)C1CCN(Cc2ccc(Oc3ccccc3)cc2)CC1)c1ccccc1 (configuration not stated)	2.6
C1=C[C@H]2CCCN3CC[C@@H]([C@@H]2[C@]32CO2)[C@H]1CCOCc1ccccc1	1.6
O=C(C[C@H]1C=C[C@H](NC(=O)c2ccccn2)[C@@H](CO)O1)NCc1cc(F)cc(F)c1	-0.2
COc1ccc(CNC(=O)COC(=O)c2c(NC(C)=O)sc(C)c2C)cc1OC	0.9
C[C@@H](NC(=O)[C@@H]1CCCN1C(=O)OC(C)(C)C)c1ccccc1	0.9
CCOC(=O)[C@]12CCC=C1N(Cc1ccc3c(c1)OCO3)C(=O)[C@H](CC(=O)NCc1cccs1)C2	-1.2
COc1ccc(S(=O)(=O)N2CCCCC2c2cc(C(=O)NCc3cccnc3)no2)cc1 (configuration not stated)	-0.1
CC(C)C#Cc1cnc2c(c1)C(=O)N([C@@H](C)CO)C[C@@H](C)[C@H](CN(C)Cc1cccc(F)c1)O2	-0.5
CC1CCC(N(C)C(=O)CN2C(=O)NC(c3ccccc3)(c3ccccc3)C2=O)CC1 (configuration not stated)	-0.5
CC1(C(=O)O)CCCN(C(=O)c2cc3ccccc3s2)C1 (configuration not stated)	-0.3
COCCCNc1ccn2nc(-c3ccccc3)cc2n1	0.9
Cc1ccc([C@H]2N[C@]3(CCCN(Cc4ccc(Cl)cc4)C3=O)[C@H]3C(=O)N(C)C(=O)[C@@H]23)cc1	-3.1
CCn1cc(/C=C(\NC(=O)c2ccccc2F)C(=O)N2CCN(C)CC2)c2ccccc21	1.0
O=C1NC[C@H](CCCCN2CCN(Cc3ccccc3)C(=O)C2=O)N(Cc2ccccc2)C1=O	-0.3
COc1ccc(C(C#N)CC(=O)c2ccc3c(c2)OCO3)cc1OC (configuration not stated)	-0.5
CCc1ccc([C@@H]2C[C@H]3[C@@H](CN2S(=O)(=O)c2ccc(C)cc2)C(=O)C[C@@H](c2ccccc2F)N3S(=O)(=O)c2ccc(C)cc2)cc1	-1.0
COc1cccc(C(O)c2nc(/C=C/c3ccccc3)cs2)c1 (configuration not stated)	1.1
CC(=O)C1=CCC(c2cccs2)N(S(=O)(=O)c2ccc(C)cc2)C1 (configuration not stated)	0.1
CCN(CC)C(=O)C1=C(C)N(CCCN2CCCC2=O)C(=O)C(CC(=O)NC2CCCCC2)C1 (configuration not stated)	1.5
Cc1cn([C@H]2C[C@H](O)[C@@H](CCC(=O)NCCc3cccs3)O2)c(=O)[nH]c1=O	-3.3
C[C@@H]1CN([C@@H](C)CO)C(=O)c2cc(/C=C/c3ccccc3)cnc2O[C@@H]1CN(C)S(=O)(=O)c1ccc(F)cc1	-0.2
COc1cccc(C=C(C(C)=O)C(=O)c2ccccc2)c1	-0.1
COc1ccc(S(=O)(=O)N2CCC[C@H]2C(=O)N2CCC[C@H]2C(=O)NCc2ccccn2)cc1C	0.0
CCCCC(=O)N(C)c1c(C)nc2ccc(C(=O)NCc3ccccc3OC)cn12	-1.0
COc1cc(NC(=O)Nc2nnc([C@@H]3C[C@H](O)[C@@H](CO)O3)s2)cc(OC)c1OC	-0.6
C#CCN(C[C@H]1[C@H](OC(=O)Nc2c(C)noc2C)[C@H](OC(=O)Nc2c(C)noc2C)C[C@@H](C(=O)OC)[C@H]1C(=O)OC)S(=O)(=O)c1ccc(C)cc1	0.2
O=S(=O)(NCCS(=O)(=O)N1CCN(c2ccc(F)cc2)CC1)c1ccc(F)cc1	0.3
COc1ccc(CNC(=O)/C=C/[C@H]2O[C@@H](n3cnc4c(NC(=O)c5ccccc5)ncnc43)[C@H](O)[C@@H]2O)cc1	0.6
CC1=C2CCCC[C@@]23C2C(=O)N(C)C(=O)[C@@H]2ON3OC1 (some centres not stated)	0.7
(cont.)
SMILES	MPTP block
C#CCN(C[C@@H]1[C@@H](OC(=O)NCc2ccco2)[C@@H](OC(=O)NCc2ccco2)Cn2c(=O)ccc(=O)n21)S(=O)(=O)c1ccc(C)cc1	-1.3
Cc1noc(C)c1S(=O)(=O)N1CCCCC1c1cc(C(=O)Nc2cccc3c2CCCC3)no1 (configuration not stated)	-0.5
Cc1ccc(Cc2c(-c3ccco3)nc3c(C)cc(Br)cn23)cc1	-3.0
Cc1ccc(OCc2nc3ccccc3n2C(C(=O)Nc2c(C)cccc2C)C2CC2)cc1 (configuration not stated)	0.2
CO[C@@H]1CN(C)C(=O)c2cc(NC(=O)Nc3ccc(Cl)cc3)ccc2OC[C@H](C)NC[C@H]1C	0.9
Cc1ccsc1C(=O)N1CCC1(C)C(=O)NCc1cccc2ccccc12 (configuration not stated)	-0.4
OC[C@@H]1CN(Cc2cccs2)C[C@H](n2cnc3c(NCc4ccc(F)cc4)ncnc32)O1	-0.9
CCc1nc2c(OCc3cc(Cl)cc(Cl)c3)cccn2c1N(C)C(=O)c1ccccc1F	-0.5
Cc1ccc2nc3n(c(=O)c2c1)-c1cc2ccccc2cc1C(=O)NC3Cc1ccc(O)cc1 (configuration not stated)	-0.1
Cc1cccc(CN2CCC(n3nccc3NC(=O)CCCc3ccccc3)CC2)c1	1.7
COc1ccccc1S(=O)(=O)N(C)C[C@H]1OCc2cn(nn2)CCCC(=O)N([C@H](C)CO)C[C@@H]1C	0.8
COc1cccc(C(=O)N2C(C(C)C)COc3cc(Br)ccc3S2(=O)=O)c1 (configuration not stated)	-1.4
CCCCOCCCNC(=O)C[C@@H]1C[C@@]2(C(=O)OCC)CCCC=C2N(Cc2ccc3c(c2)OCO3)C1=O	-1.8
COc1cccc(NC(=O)C2(C)CCN2C(=O)CC2CCCC2)c1 (configuration not stated)	0.9
O=C(c1ccco1)N1CCN(C2CN(Cc3cn(Cc4ccccc4C(F)(F)F)nn3)S(=O)(=O)C2)CC1 (configuration not stated)	-2.1
N#Cc1ccc(Nc2nc(-c3ccccc3)c(C(=O)c3ccccc3)s2)cc1	27
OC(c1ccccc1)(c1nc(-c2ccc(F)c(Cl)c2)cs1)C(F)(F)F (configuration not stated)	2.2
C[C@@H](c1ccccc1)N1C[C@@H](COCc2ccccc2)Oc2cc(N3CC[C@H](O)C3)ccc2S1(=O)=O	1.0
CCCCNC(=O)C[C@@H]1C[C@@]2(C(=O)OCC)CCCC=C2N(CCC2=CCCCC2)C1=O	1.6
CC1(C(=O)NS(=O)(=O)Cc2ccccc2)CCN1C(=O)Cc1ccccc1Cl (configuration not stated)	-1.4
NC(Cc1ccccc1)c1csc(Nc2ccc(C(=O)c3ccccc3)cc2)n1 (configuration not stated)	8.6
O=S1(=O)C[C@H](N2CCC[C@@H]2CO)[C@@H](COCc2ccccc2)N1	1.2
Cc1noc(C)c1NC(=O)N(C)C[C@@H]1Oc2cc(Br)ccc2S(=O)(=O)N([C@H](C)CO)C[C@@H]1C	-1.1
CCCCC1(CC(=O)OCC)SCCN1C(N)=O (configuration not stated)	0.2

Some of these compounds in order of their number in MPTP block, largest number first.
Structure | MPTP block
NC(Cc1ccccc1)c1csc(Nc2ccc(C(=O)c3ccccc3)cc2)n1 (configuration not stated) | 8.6
CCCCC1(CC(=O)OCC)SCCN1C(N)=O (configuration not stated) | 0.2
CCCCOCCCNC(=O)C[C@@H]1C[C@@]2(C(=O)OCC)CCCC=C2N(Cc2ccc3c(c2)OCO3)C1=O | -1.8

More entries follow.
SMILES	MPTP block
COc1ccccc1CNc1nc(NCc2ccc(C(C)C)cc2)c2sccc2n1	49
CSc1ccc(Cn2c(C)c(C(=O)NCc3ccc(F)cc3)sc2=O)cc1	-0.2
COC(=O)[C@@]12C[C@@H](CC(=O)N3CCSCC3)C(=O)N(Cc3cccc4ccccc34)C1=CCC(C)(C)C2	-1.8
CN(C)c1ccc(NC(=S)Nc2ccc3c(c2)c(=O)n(C)n3-c2ccc(C(C)(C)C)cc2)cc1	-0.2
O=C([C@H]1O[C@@H](n2ccc(=O)[nH]c2=O)[C@H](O)[C@@H]1O)N1CCN(Cc2ccccn2)CC1	-2.4
CCOC(=O)[C@]12CCC=C1N(Cc1ccccc1)C(=O)[C@H](CC(=O)NCCc1ccccc1OC)C2	0.3
CN1C(=O)[C@H]2[C@@H](c3ccc(C(F)(F)F)cc3)N[C@]3(CCCN(Cc4ccc(F)cc4)C3=O)[C@H]2C1=O	-1.4
COc1cc(C=C2CN(C)C(=O)C2=O)ccc1O	17
Cc1cc(Br)cn2c(Cc3ccsc3)c(C(C)(C)C)nc12	-0.2
CC(=O)C[C@H]1SC[C@@H](C(C)C)N1S(=O)(=O)c1ccc(C)cc1	-0.3
Cc1cccc(NC(=O)c2cccc(S(=O)(=O)N(C)C3CCCCC3)c2)n1	2.2
Cc1ccc(S(=O)(=O)N(C)C)cc1NC(=O)C(C)OC(=O)CC1CC2CCC1C2 (configuration not stated)	1.6
CCc1nc(NCC2CC2)c2nnn(Cc3ccccc3)c2n1	0.2
Cc1ccc(NC(=O)C2(C)CCN2C(C)C)cc1C (configuration not stated)	-2.2
OCCNc1ncnc2c1ncn2[C@H]1CN(Cc2cccs2)C[C@@H](CO)O1	-0.3
COc1ccc(S(=O)(=O)N2CCC(C(=O)NN3CCCCC3)CC2)cc1	-0.3
CCc1nc2c(OCCOC)cccn2c1N(C)C(=O)c1ccco1	0.8
CC(C)(C)NC(=O)C(c1ccc(-c2ccccc2)cc1)n1c(=O)c(-c2ccco2)nc2ccccc21 (configuration not stated)	1.9

By substructure: the compounds so far containing a thiophene ring, fused or not
SMILES	MPTP block
Cc1sc2nc(-c3ccccc3F)oc(=O)c2c1C	-0.4
COc1cccc(-c2cc3nc(NCCN4CCCC4)n(C)c(=O)c3s2)c1	0.1
COc1ccc(CNC(=O)COC(=O)c2c(NC(C)=O)sc(C)c2C)cc1OC	0.9
CCOC(=O)[C@]12CCC=C1N(Cc1ccc3c(c1)OCO3)C(=O)[C@H](CC(=O)NCc1cccs1)C2	-1.2
CC1(C(=O)O)CCCN(C(=O)c2cc3ccccc3s2)C1 (configuration not stated)	-0.3
CC(=O)C1=CCC(c2cccs2)N(S(=O)(=O)c2ccc(C)cc2)C1 (configuration not stated)	0.1
Cc1cn([C@H]2C[C@H](O)[C@@H](CCC(=O)NCCc3cccs3)O2)c(=O)[nH]c1=O	-3.3
Cc1ccsc1C(=O)N1CCC1(C)C(=O)NCc1cccc2ccccc12 (configuration not stated)	-0.4
OC[C@@H]1CN(Cc2cccs2)C[C@H](n2cnc3c(NCc4ccc(F)cc4)ncnc32)O1	-0.9
COc1ccccc1CNc1nc(NCc2ccc(C(C)C)cc2)c2sccc2n1	49
Cc1cc(Br)cn2c(Cc3ccsc3)c(C(C)(C)C)nc12	-0.2
OCCNc1ncnc2c1ncn2[C@H]1CN(Cc2cccs2)C[C@@H](CO)O1	-0.3
